High-throughput results (PubChem BioAssay)
FAS-TE inh: FAS thioesterase domain inhibitors, primary screen, biochemical, fluorescence intensity, uHTS | inhibition, % at 15 µM | Fatty acid synthase (Homo sapiens), P49327 | hit rate 0.67% among 360,000 | recombinant FAS-TE, OMFH fluorogenic substrate, fluorescence endpoint;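 active = compounds whose normalised, plate-corrected inhibition of enzyme fluorescence in the single-dose primary screen is 50% or more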;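 also: 0% = DMSO with enzyme and 100% = substrate without enzyme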
MT1-MMP act inh: blockers of MT1-MMP proenzyme processing, primary screen, HT1080 RFP-PRO-GFP cells, GFP/RFP fluorescence. AID 651647, 2012. GFP/RFP ratio change, % at 20 µM. hit rate 0.061% among 360,000. GFP/RFP ratio fluorescence, overnight; percent of plate control window, DMSO zero;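 active = GFP/RFP ratio change of at least 30% with cell ATP level not reduced by more than half and red fluorescence within 50% of control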; also: strong numbers were not always called active
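Compound: 20 µM single dose, 1% DMSO / System: HT1080 RFP-PRO-GFP cells / Controls: DMSO and RFP-L50D-GFP cell wells / Read-out basis: GFP/RFP fluorescence ratio / Schedule: overnight compound exposure at 37 °C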
Rin1-Abl PPI inh: inhibitors of Rin1-Abl protein binding, primary screen, biochemical, TR-FRET; inhibition, % at 7.35 µM; hit rate 0.4% among 360,000; AID 588664, 2011; in the data active = inhibition above about 5%, passing the limit was not always enough
NadD inh: inhibitors of S. aureus NadD, primary screen, biochemical, colorimetric, uHTS. purified NadD enzyme, colorimetric absorbance read-out. inhibition, % at 20 µM. hit rate 0.78% among 360,000. AID 602399, 2012; in the data active = inhibition above about 26%; also: some compounds past the cut are filed as inactive
CSN deneddyl inh: inhibitors of CSN-mediated cullin deneddylation, primary screen, biochemical, fluorescence polarization, uHTS; Purified CSN, SCF-Nedd8-OG deneddylation; inhibition, % at 12.5 µM; hit rate 0.38% among 360,000;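 active = pattern-corrected inhibition above about 35%, with an unprinted fluorescence ratio check between 0.5 and 1.5, limit read from the data, passing the limit was not always enough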;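 also: 0% = enzyme with substrate and 100% = substrate without enzyme; some results filed as inactive read as strong as hits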
Target sequence (Q92905 whole entry, looked up, one chain of several): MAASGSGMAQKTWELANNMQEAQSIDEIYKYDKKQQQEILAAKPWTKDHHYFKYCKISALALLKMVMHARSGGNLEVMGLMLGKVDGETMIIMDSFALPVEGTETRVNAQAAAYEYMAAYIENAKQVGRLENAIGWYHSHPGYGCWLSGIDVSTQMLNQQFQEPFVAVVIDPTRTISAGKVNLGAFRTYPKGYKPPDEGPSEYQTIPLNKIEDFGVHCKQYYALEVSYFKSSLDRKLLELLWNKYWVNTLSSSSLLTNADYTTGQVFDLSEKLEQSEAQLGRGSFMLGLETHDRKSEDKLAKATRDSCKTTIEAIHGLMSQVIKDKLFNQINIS
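Assay system: purified human Csn5 enzyme expressed in HEK293T cells; Input: 0.24 nM Csn5 enzyme, final concentration; Reagent: 10 nM SCFSkp2-Nedd8OG; Compound dosing: 12.5 µM single point; Times: reaction 90 min, room temperature; Technique: fluorescence polarization readout.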
Neddyl block: inhibitors of cullin neddylation, primary screen, biochemical, TR-FRET, uHTS, NAE and Ubc12 | NEDD8-conjugating enzyme Ubc12 (Homo sapiens) + NEDD8-activating enzyme E1 regulatory … | calls only at 25 µM | hit rate 0.58% among 360,000 | AID 651699, 2012; in the data active = inhibition above about 36%
SKN-1 inh: suppressors of acrylamide-induced Pgst-4::GFP reporter in worms, primary screen, SKN-1 inhibitor project, whole organism, uHTS, GFP/RFP fluorescence ratio, strain VP596 | C. elegans VP596 Pgst-4::GFP/RFP ratio, 24 h | inhibition, % at 21.8 µM | hit rate 0.49% among 360,000 | AID 624304, 2012;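 active = interference check ratio from 0.5 to 1.5 plus GFP to RFP signal ratio inhibition reaching or exceeding a fixed threshold, cut at about 30% in these data, passing the limit was not always enough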; also: some compounds called inactive have numbers as strong as hits
Rpn11 inh: Rpn11 (PSMD14) deubiquitinase inhibitors, primary screen, biochemical, fluorescence polarization, uHTS | calls only at 20 µM | human 26S proteasome, Ub4-pepOG fluorescence polarization; 20S core pre-blocked with epoxomicin | 26S proteasome non-ATPase regulatory subunit 14 (Homo sapiens), O00487 | hit rate 0.59% among 360,000;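 active = inhibition at 20 µM, scaled to each plate's controls, above about 33%, limit read from the data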
MLLE-PAM2 inh: inhibitors of PABP1 MLLE–PAM2 peptide binding, primary screen, biochemical, fluorescence polarization, FITC-PAM2, GST-MLLE. Polyadenylate-binding protein 1 (Homo sapiens), P11940. hit rate 0.36% among 360,000. inhibition, % at 20 µM; in the data active = inhibition above about 35%, passing the limit was not always enough;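 also: plate controls were DMSO wells with GST-MLLE for no effect and wells lacking GST-MLLE protein for full effect; some results filed as inactive read as strong as hits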
Target sequence (P11940 whole entry, looked up): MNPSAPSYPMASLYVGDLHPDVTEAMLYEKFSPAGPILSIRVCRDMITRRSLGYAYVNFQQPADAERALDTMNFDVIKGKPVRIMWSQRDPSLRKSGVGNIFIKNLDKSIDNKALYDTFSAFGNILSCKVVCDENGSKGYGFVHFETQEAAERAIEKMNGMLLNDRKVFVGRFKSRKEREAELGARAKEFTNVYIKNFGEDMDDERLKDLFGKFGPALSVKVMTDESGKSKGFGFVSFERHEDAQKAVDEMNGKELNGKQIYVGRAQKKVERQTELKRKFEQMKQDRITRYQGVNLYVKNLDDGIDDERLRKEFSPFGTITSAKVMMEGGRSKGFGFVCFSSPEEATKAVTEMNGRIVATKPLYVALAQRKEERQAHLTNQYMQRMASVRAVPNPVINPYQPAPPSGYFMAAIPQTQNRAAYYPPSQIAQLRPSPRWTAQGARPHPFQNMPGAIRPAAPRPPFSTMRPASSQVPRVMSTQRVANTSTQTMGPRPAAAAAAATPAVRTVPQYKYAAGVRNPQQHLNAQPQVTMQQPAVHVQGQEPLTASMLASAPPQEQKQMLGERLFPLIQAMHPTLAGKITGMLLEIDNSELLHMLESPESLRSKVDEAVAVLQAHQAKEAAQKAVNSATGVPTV
Active calls of the source: *; i = inactive; · = not tested or not shown; & = joins results of further samples.

The line under a structure holds: Neddyl block, MLLE-PAM2 inh, CSN deneddyl inh, SKN-1 inh, MT1-MMP act inh, FAS-TE inh, NadD inh, Rpn11 inh, Rin1-Abl PPI inh
1	O=C(O)CCCNC(=O)Cc1ccccc1
  i, -0.4, -2.6, 10.7, -1.0, -3.2, 0.8, i, -2.1
2	Cc1ccc(OCC(=O)NNC(=O)CCC(=O)Nc2ccc(C)cc2C)cc1
  i, 13.7, -3.0, 4.6, 3.3, -8.7, 4.1, i, 0.0
3	CCCC1C(=O)Nc2ccccc2N1C(=O)c1ccc(C(C)(C)C)cc1 (centres undefined)
  i, -4.4, 3.6, 2.3, -5.3, 13.9, -1.6, i, 2.7
4	COc1cccc(NC(=O)C(NCCC(C)C)c2ccccc2)c1 (centres undefined)
  i, 0.8, -1.9, 1.7, -1.8, 2.9, -1.3, i, -2.4
5	O=C(Nc1ccc(-c2csc(Nc3ccc(Cl)cc3)n2)cc1)c1cc([N+](=O)[O-])cc(C(F)(F)F)c1
  i, -9.5, -1.9, 6.5, 5.1, 34.6, 43.1*, i, 1.0
6	N#Cc1nc(-c2ccc(OCc3ccccc3)cc2)oc1NCc1ccco1
  i, 8.8, 0.4, -8.6, 0.1, 15.3, 7.5, i, -2.6
7	CC1=NNC(=O)C1CC(=O)N/N=C/C=C/c1ccccc1 (centres undefined)
  i, -7.0, -0.3, -5.4, 1.0, -6.7, -1.9, i, -2.0
8	CC(C)C[C@H](NC(=O)c1cc2cc(Cl)ccc2n1C)C(=O)N1CCC(C(=O)O)CC1
  i, -4.5, -0.8, 6.5, 4.6, 3.6, -2.3, i, 4.2
9	CCCNC(=O)c1cc(C2CCCCN2C(=O)OCC(C)C)on1 (centres undefined)
  i, -4.9, -3.8, 15.8, 2.1, -10.5, -1.6, i, -5.3
10	CCOC(=O)CN(Cc1ccccc1)S(=O)(=O)c1ccc(NC(C)=O)cc1
  i, 5.5, 1.0, -7.1, -20.5, 0.6, -3.2, i, 1.6
11	NC(=O)CC(NC(=O)c1ccccc1)c1ccc(NCc2ccccc2)c([N+](=O)[O-])c1 (centres undefined)
  i, 1.6, 0.0, 8.2, 6.5, -2.9, -3.2, i, -5.2
12	NC(=O)C1(C(N)=O)OC1c1ccc(Cl)cc1Cl (centres undefined)
  i, 20.2, 2.5, -6.0, 7.0, -6.4, -1.1, i, -0.3
13	CC(C)c1ccc(/C=C/C(=O)Nc2nc3ccc([N+](=O)[O-])cc3s2)cc1
  i, 0.5, -4.7, -32.7, -0.9, 13.1, 14.1, i, -0.8
14	CC(=O)Nc1cccc(-c2cccc3nccn23)c1
  ·, -1.4, -1.6, -5.6, 5.5, -7.6, -1.5, i, -4.5
15	Cc1cccc([C@@H]2[C@@H]3C(=O)N(Cc4ccccc4)C(=O)[C@@H]3[C@]3(CC(C)C)C(=O)N(c4cccc(Br)c4)C(=O)N23)c1
  i, -0.9, 4.3, 5.2, -12.9, 88.5*, 15.1, i, 0.0
16	Cc1ccc(C(=O)NC2CCCCNC2=O)cc1 (centres undefined)
  i, 6.3, -1.1, 16.0, 0.8, -4.5, -4.8, i, 0.3
17	CC(C)CCNC(=S)Nc1ccccc1F
  i, -12.4, 4.9, -2.6, 3.6, -2.7, -16.7, i, 2.1
18	COc1ccccc1C1CCN(C(=O)c2cccs2)CC1
  i, 6.2, -0.7, -14.0, 3.9, 4.0, -3.8, i, -4.6
19	Cc1ccc(C(=O)N(CN2CCCC2=O)c2ccc(F)cc2)cc1C
  i, -6.8, -5.5, 20.0, 0.8, -8.2, -0.3, i, -1.2
20	COC(=O)CCCC(=O)OC
  i, -15.3, -1.0, 8.4, -2.7, -1.1, 1.7, i, -0.8
21	Oc1c(C(Nc2nc3ccccc3s2)c2ccco2)ccc2cccnc12 (centres undefined)
  i, 4.2, -1.8, 0.1, -7.6, 7.9, 34.6*, i, 1.4
22	O=C(NCCCn1ccnc1)c1ccccc1Br
  i, 9.7, 1.0, -3.3, 3.1, -1.1, -1.2, i, 1.3
23	Cc1ccc(Cl)cc1NC(=O)COC(=O)C12CC3CC(CC(C3)C1)C2
  i, -9.1&-1.8, -3.2&-4.9, -10.7&20.8, 3.1&2.9, 17.6&28.4, -10.6&-3.1, i, 1.8&-2.5
24	c1nc(NCCN2CCOCC2)c2c3c(sc2n1)CCCCC3
  i, 4.0, 3.4, 7.9, -3.8, -3.0, 3.8, i, -2.0
25	N#CC1=C(N)Oc2n[nH]c(-c3ccc(F)cc3)c2C1c1ccncc1 (centres undefined)
  i, -2.6, 2.4, 2.0, 5.9, -7.5, -9.0, i, -1.1
26	O=C(CN1CCCCCC1)N1c2ccccc2Sc2ccccc21
  i, -10.6, -2.4, 13.5, 0.5, -1.9, -4.1, i, 0.1
27	COc1ccc(S(=O)(=O)N2CCCCC2)cc1NC(=O)c1c(F)cccc1Cl
  i, -1.9, 0.8, -1.4, -3.7, 7.7, -6.1, i, -1.2
28	C/C=C(\C)c1nnc(NC(=O)C(C)C)s1
  i, 8.8, -0.3, 25.2, -3.7, -1.7, 0.8, i, -0.9
29	COc1ccc(C(=O)Nc2oc(-c3ccccc3)c(-c3ccccc3)c2C#N)cc1OC
  i, -12.7, 0.1, 0.4, -1.9, 31.0, 0.7, i, 0.5
30	COc1cccc(C(C)(O)c2nc(-c3ccc(Cl)cc3)cs2)c1 (centres undefined)
  i, 9.2, 3.6, -3.3, -3.8, 27.1, -4.6, i, 0.3
31	COc1cc(C2CC(=O)N3CN(Cc4ccco4)CSC3=C2C#N)ccc1OCc1ccccc1 (centres undefined)
  i, -32.6, 4.6, 1.8, 1.1, -5.0, 11.1, i, 2.3
32	O=C(COC(=O)C1CCN(S(=O)(=O)c2cccc3cccnc23)CC1)c1ccc([N+](=O)[O-])cc1
  i, 11.3, -2.6, 7.9, -1.2, 13.6, 5.9, i, 1.2
33	CCCCCC(=O)NN=C1CCN(Cc2ccccc2)CC1
  i, -1.4, -4.0, -5.3, -2.0, -5.4, -2.7, i, -1.2
34	Cc1cc(C(F)(F)F)c(C#N)c(N2CCOCC2)n1
  i, -1.2, -1.1, 6.0, -0.2, -4.7, -2.3, i, -0.3
35	Cc1ccc(C(=O)N/N=C/c2cccc3ccccc23)cn1
  i, 13.9, -4.2, 0.6, 0.1, -3.9, -4.9, i, -0.4
36	CC1CCC(NC(=O)CSc2ccc(S(=O)(=O)N(C)C)cn2)CC1 (centres undefined)
  i, -0.3, -3.6, 12.8, 4.5, -1.1, -2.2, i, 3.4
37	CC(=O)Nc1ccc(S(=O)(=O)N(c2cccnc2)S(=O)(=O)c2ccc(NC(C)=O)cc2)cc1
  i, -0.8, 3.1, 16.0, 1.9, -0.1, 3.0, i, -4.1
38	COc1ccc2nc(-c3ccccn3)ccc2c1
  ·, 9.6, 0.8, 18.4, 1.5, -4.3, -7.3, i, -3.4
39	CC(=O)Nc1ccc(S(=O)(=O)Nc2ccc(S(=O)(=O)Nc3nc(C)cc(C)n3)cc2)cc1
  i, -10.6, 2.0, 7.8, -2.5, -2.8, -2.4, i, 4.2
40	COc1nc(OCCNS(=O)(=O)c2ccc(C)cc2)nc(N(C)C)n1
  i, -1.0, 6.1, -22.0, ·, -7.3, -0.9, i, -2.3
41	O=C(CNS(=O)(=O)c1ccccc1)NCc1cccnc1
  i, -2.8, -4.9, 6.6, 0.5, -12.8, -3.1, i, 5.2
42	Cc1ccccc1NC(=O)C(C)Sc1nnc(-c2ccncc2)n1CC1CCCO1 (centres undefined)
  i, -1.4, -0.7, -0.3, -0.3, -3.9, -8.7, i, -1.9
43	COC(=O)c1cc(-c2ccc(Br)cc2)on1
  i, 3.0, 5.5, 0.4, 1.6, -5.3, -7.0, i, 0.4
44	O=C(Cn1nnc2ccccc21)OCC(=O)c1ccccc1
  i, -8.6, 3.3, -12.5, 1.5, -3.6, 1.5, i, 0.5
45	O=C(O)CCC(=O)Nc1nnc(C(F)(F)F)s1
  i, -1.6, 0.1, 5.3, 3.0, -6.8, -2.6, i, -2.1
46	COc1cc(/C=N/Nc2cccc(C)c2)ccc1OC(=O)c1ccco1
  i, 12.4, -3.0, 2.0, 2.0, 7.0, 6.7, i, 0.3
47	CCC(C(=O)N1CCOCC1)n1nc(C)c2sc3ccccc3c2c1=O (centres undefined)
  i, 10.9, 2.1, 11.5, -0.5, -5.4, 3.4, i, -2.5
48	O=C1C(Br)=C(c2ccccc2)C(c2ccccc2)=C1c1ccccc1
  i, 36.6, 4.0, 15.4, -2.6, 31.3, 0.0, i, 1.4
49	CCN(CC)S(=O)(=O)c1ccc(N2CCc3cc(OC)c(OC)cc3C2)nc1
  i, -16.8, 1.1, -1.5, 2.1, 7.9, -1.8, i, 1.1
50	CCN(CC(=O)Nc1ccc(NC(C)=O)cc1)C(=O)C1CC1
  i, -24.6, 3.1, 1.8, -8.2, -6.8, 0.5, i, -0.6
51	Cc1cccc2c1nc(-c1ccccc1)n1cnnc21
  i, 8.7, 2.5, 17.8, 1.1, -4.7, 7.9, i, 1.8
52	COC(=O)c1c(C)[nH]c(C)c1-c1cccc([N+](=O)[O-])c1
  i, 8.8, 0.8, -6.1, -0.8, 2.2, -7.5, i, 0.5
53	CN(C(=O)COC(=O)c1cccc(F)c1)c1ccccc1
  i, -12.2, 4.8, 9.4, 3.6, -3.8, -13.9, i, -2.9

An excerpt of these results, with bars between the fields.
no. | mol | Neddyl block | MLLE-PAM2 inh | CSN deneddyl inh | SKN-1 inh | MT1-MMP act inh | FAS-TE inh | NadD inh | Rpn11 inh | Rin1-Abl PPI inh
43 | COC(=O)c1cc(-c2ccc(Br)cc2)on1 | i | 3.0 | 5.5 | 0.4 | 1.6 | -5.3 | -7.0 | i | 0.4
44 | O=C(Cn1nnc2ccccc21)OCC(=O)c1ccccc1 | i | -8.6 | 3.3 | -12.5 | 1.5 | -3.6 | 1.5 | i | 0.5
45 | O=C(O)CCC(=O)Nc1nnc(C(F)(F)F)s1 | i | -1.6 | 0.1 | 5.3 | 3.0 | -6.8 | -2.6 | i | -2.1
46 | COc1cc(/C=N/Nc2cccc(C)c2)ccc1OC(=O)c1ccco1 | i | 12.4 | -3.0 | 2.0 | 2.0 | 7.0 | 6.7 | i | 0.3
